High-throughput results (PubChem)
Rab9 promoter act: qHTS Assay for Rab9 Promoter Activators; hit rate 2.8% among 320,000; Potency, µM (titrated, usually from 9.22 µM), for inactives: at the top dose activation, negative = inhibition, actives largely listed as activators; Huh7 Rab9 promoter-luciferase reporter, luminescence, 24 h; AID 485297, 2010; also: potency is read from the fitted curve at half-maximal effect; % of control where 0% means no effect; nearly all actives have a fitted effect of over 60% in size
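Rab9 promoter-driven luciferase in stably transfected Huh7 cells; 1500 cells/well rested 2 h, exposed to compound in DMSO for 24 h at 37 °C, 5% CO2. Luminescence read 10 min after adding luciferase reagent at ambient temperature.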
Tb PFK block: qHTS Assay to Find Inhibitors of T. brucei phosphofructokinase; AID 485367, 2010; Potency, µM (highest dose often 57.5 µM), for the others: top-dose activity, negative = inhibition, hits mostly inhibitors; hit rate 0.17% among 330,000; T. brucei PFK, ADP-Glo luminescence;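 also: potency is read from the fitted curve at half-maximal effect; 0% = uninhibited 1x PFK enzyme wells and -100% = no-enzyme wells; nearly all actives have a fitted effect of over 60% in size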
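PFK 1.25 nM, F6P 0.5 mM, ATP 0.1 mM, 0.1 M TEA pH 8.0, 5 mM MgCl2, 0.01% Tween20, 0.1% BSA; 45 min RT. ADP-Glo readout. qHTS titration up to 57 uM; curves fitted, compounds curve-classed.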
ELG1 genotoxic: qHTS screen for small molecules that induce genotoxicity in human embryonic kidney (HEK293T) cells expressing luciferase-tagged ELG1; HEK293T ELG1-luciferase reporter, luminescence, 16 h; Potency, µM (top dose mostly 46 µM), for the others: at the top dose activity change, positive = activation, actives largely listed as activators; hit rate 1.3% among 330,000; also: potency is read from the fitted curve at half-maximal effect; % of control where 0% means no effect; nearly all actives have a fitted effect of over 60% in size
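ELG1-luciferase HEK293T cells, 2,000/well; compound pinned in; 16 hr, 37 °C, 5% CO2; ONE-Glo, 30 min RT; luminescence on CCD imager.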
NPC1 prom act: qHTS Assay for NPC1 Promoter Activators; Huh7 NPC1 promoter luciferase reporter, 24 h; Potency, µM (doses to about 9.22 µM), for inactives: at the top dose activation, actives largely listed as activators; hit rate 2.4% among 320,000;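 also: potency is read from the fitted curve at half-maximal effect; % of control where 0% means no effect; nearly all actives have a fitted effect of over 60% in size; reporter is driven by a mutant NPC1 promoter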
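Readout is luciferase luminescence, reflecting NPC1 promoter activation in stably transfected Huh7 cells after 24 h compound exposure at 37 °C in reduced-serum medium with 10% FBS.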
FLuc modulator: qHTS profiling assay for firefly luciferase inhibitor/activator using purifed enzyme and Km concentrations of substrates (counterscreen for miR-21 project); purified FLuc, Km substrates, luminescence inhibition; Potency, µM (series often up to 57.5 µM), for inactives: top-dose activity change, negative = inhibition, hits mostly inhibitors; hit rate 6.9% among 360,000; AID 588342, 2011;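 also: potency is read from the fitted curve at half-maximal effect; plate controls were vehicle for no effect and reference inhibitor for full effect; nearly all actives have a fitted effect of over 55% in size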
Target sequence (P08659 whole entry, looked up): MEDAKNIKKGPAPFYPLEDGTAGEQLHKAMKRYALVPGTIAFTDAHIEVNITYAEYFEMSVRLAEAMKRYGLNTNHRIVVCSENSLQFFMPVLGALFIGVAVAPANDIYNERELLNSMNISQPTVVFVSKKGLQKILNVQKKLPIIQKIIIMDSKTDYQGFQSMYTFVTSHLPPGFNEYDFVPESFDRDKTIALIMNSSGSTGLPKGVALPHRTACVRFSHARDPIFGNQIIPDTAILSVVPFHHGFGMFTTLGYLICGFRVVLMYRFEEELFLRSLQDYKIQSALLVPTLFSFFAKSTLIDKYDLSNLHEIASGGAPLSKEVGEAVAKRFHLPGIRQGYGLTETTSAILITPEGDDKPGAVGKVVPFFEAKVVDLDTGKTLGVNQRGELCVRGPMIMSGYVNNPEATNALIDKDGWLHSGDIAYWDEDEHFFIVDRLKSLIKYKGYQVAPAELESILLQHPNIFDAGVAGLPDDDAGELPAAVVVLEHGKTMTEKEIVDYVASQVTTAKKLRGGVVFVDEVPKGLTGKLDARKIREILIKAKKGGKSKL
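Purified P. pyralis luciferase, 10 nM final, with Km-level 10 uM D-luciferin and 10 uM ATP in 50 mM Tris acetate pH 7.5, 10 mM Mg acetate, 0.01% Tween-20, 0.05% BSA; 6-point qHTS titration about 60 µM downward; luminescence read.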
BRCA1 expr act: qHTS Assay to Identify Small Molecule Activators of BRCA1 Expression. hit rate 1.1% among 380,000. AID 624202, 2012. Potency, µM (series often up to 46.1 µM), inactives show at the top dose activation, hits mostly activators. MCF7-BRCA1-FFLuc reporter, luminescence, 48 h; response scale: scaled: vehicle 0%, 10 µM genistein 100%; also: potency is read from the fitted curve at half-maximal effect; nearly all actives have a fitted effect of over 80% in size; some results filed as inactive show a strong effect at the top dose
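First, MCF7-BRCA1-FFLuc cells (2000/well) attach for 2 h; next, compounds are pin-added and incubated 48 h at 37 °C; finally, luciferase reagent is added and luminescence read after 15 min.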
ELG1 DNA repair: qHTS screen for small molecules that inhibit ELG1-dependent DNA repair in human embryonic kidney (HEK293T) cells expressing luciferase-tagged ELG1 | HEK293T ELG1-luciferase reporter, luminescence, 16 h; DNA damage induced by 5-fluorouridine | Potency, µM (top dose mostly 46.1 µM), for inactives: at the top dose activity change, negative = inhibition, most hits filed as inhibitors | hit rate 2.3% among 330,000 | AID 504467, 2011; also: potency is read from the fitted curve at half-maximal effect; % is scaled to controls: 0 for no effect and ±100 for the full control effect; nearly all actives have a fitted effect of over 55% in size
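Overnight (16 hr) co-exposure of 2,000 cells/well to 5-fluorouridine and compound at 37 °C preceded detection. Luciferase was quantified via ONE-Glo luminescence; loss of signal denotes inhibition.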
p53 reactivation: qHTS assay for re-activators of p53 using a Luc reporter | hit rate 0.063% among 320,000 | Potency, µM (doses to about 92.2 µM), without a hit: top-dose activity change, positive = activation, actives largely listed as activators | H1299 p53-A138V BP100-luciferase reporter, luminescence, 24 h; also: potency is read from the fitted curve at half-maximal effect; % of control where 0% means no effect; nearly all actives have a fitted effect of over 45% in size
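H1299 (p53-null), stable ts p53-A138V + BP100-Luc; 1000 cells/well, Opti-MEM/10% FBS; cpd 4 pt, 1:5; 24 h, 37 deg C, 5% CO2; detection reagent 10 min RT; luminescence.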
VP16 counter: VP16 counterscreen qHTS for inhibitors of ROR gamma transcriptional activity. Drosophila S2 Gal4-VP16 UAS-luciferase, luminescence, 20 h. Potency, µM (doses to about 53.6 µM), for the others: at the top dose activity, negative = inhibition, usual class: inhibitors. hit rate 3.5% among 310,000;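 also: Gal4-VP16 expression switched on by copper sulfate through the metallothionein promoter; potency is read from the fitted curve at half-maximal effect; % is scaled to controls: 0 for no effect and ±100 for the full control effect; nearly all actives have a fitted effect of over 50% in size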
TRPV1 ag: HTS Assay for Compounds that Act as Agonists of the Vanilloid Receptor 1; Transient receptor potential cation channel subfamily V member 1 (Homo sapiens), Q8NER1; TRPV1-expressing cells, Fluo-8 calcium influx, agonist mode; activation, % at 8.33 µM; hit rate 0.19% among 320,000; in the data active = activation above about 80%; inconclusive = between about 30% and that limit; also: 0% is about no effect
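Fluo-8 calcium influx in TRPV1-expressing cells, kinetic read (ex 480/em 520 nm). Compound added and read 3 min for agonist activity, followed by capsaicin at EC20 final and 2 min further read for enhancement.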
RORgamma inh: qHTS for inhibitors of ROR gamma transcriptional activity; Nuclear receptor ROR-gamma (Mus musculus), P51450; hit rate 5.4% among 310,000; Potency, µM (top dose mostly 53.6 µM), without a hit: at the highest dose activity change, negative = inhibition, actives largely listed as inhibitors; Drosophila S2 Gal4-RORgamma UAS-luciferase reporter, 20 h; also: potency is read from the fitted curve at half-maximal effect; % is scaled to controls: 0 for no effect and ±100 for the full control effect; nearly all actives have a fitted effect of over 60% in size
Target sequence (P51450 whole entry, looked up, the tested form may be a part): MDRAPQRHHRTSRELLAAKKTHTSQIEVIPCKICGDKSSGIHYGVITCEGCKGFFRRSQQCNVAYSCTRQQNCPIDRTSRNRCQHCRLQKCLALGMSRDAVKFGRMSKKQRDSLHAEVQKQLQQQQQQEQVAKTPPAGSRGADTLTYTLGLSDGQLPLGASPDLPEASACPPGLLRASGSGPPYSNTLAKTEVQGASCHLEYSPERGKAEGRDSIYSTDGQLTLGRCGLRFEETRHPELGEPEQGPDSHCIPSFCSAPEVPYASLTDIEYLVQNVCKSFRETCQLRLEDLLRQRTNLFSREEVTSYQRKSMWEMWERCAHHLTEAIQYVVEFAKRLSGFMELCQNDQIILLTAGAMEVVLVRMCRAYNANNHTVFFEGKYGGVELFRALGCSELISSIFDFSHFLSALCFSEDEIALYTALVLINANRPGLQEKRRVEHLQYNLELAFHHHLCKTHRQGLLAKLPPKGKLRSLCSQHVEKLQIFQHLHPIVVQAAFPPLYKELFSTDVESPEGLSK
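Drosophila Schneider cells stably carrying a metallothionein-driven Gal4 DBD–ROR gamma fusion and a UAS-Photinus luciferase reporter were exposed to compound for 1 hr, then induced with copper sulfate (700 uM final) for 20 hr at ambient temperature before luminescence reading.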
* hit, by the source's call; ? = inconclusive; · = no result given; [ ] = dose if it differs, or a comment. Unless noted, calls follow the shape of the dose curve; as a rule, active = well fitted curve in the direction sought with a large enough effect; inconclusive = small, poorly fitted or top-dose-only effect, or another doubt; inactive = no such curve, though single readings can be large; an effect the other way counts as inactive or inconclusive.

SMILES | Rab9 promoter act | Tb PFK block | ELG1 genotoxic | NPC1 prom act | FLuc modulator | BRCA1 expr act | ELG1 DNA repair | p53 reactivation | VP16 counter | TRPV1 ag | RORgamma inh
CC1=C2C(=O)C3C(CC=C4CC(OC5OC(O)C(O)C(O)C5CO)CCC43C)C2CCC12OC1CC(C)CNC1C2C (stereo not given) | -5% | 0% | -1% | 1% | -2% | -15% | -1% | -2% | 1% | 0 | 21%
CCC(=O)Nc1ccc(-c2ccc(N3CCN(C)CC3)nn2)cc1 | 20% | -5% | ? | ? | ? | ? | ? | ? | -3% | -3 | 2%
Cc1ccc(N2C(=O)/C(=C/N3CCN(C(=O)c4ccco4)CC3)C(=O)NC2=S)cc1C | -1% | 4% | 1% | -4% | -6% | 13% | 8% | 0% | 5% | -2 | 5%
COC(=O)C(O)(c1ccc(N(C)C(=O)COc2ccccc2)cc1)C(F)(F)F (stereo not given) | -3% | 8% | 5% | -3% | -1% | -14% | 2% | 5% | -20% | 4 | -2%
CC(=O)N1CC(=O)Nc2ccc(C)cc2C1c1ccccc1 (stereo not given) | -6% | 0% | 0% | -5% | -1% | -1% | 0% | -2% | -14% | -3 | 5%
Cc1cc(C(=O)CS(=O)(=O)c2ccccc2)cc(C)c1OC(=O)N(C)C | 0.79µM* | -3% | 3% | 3.2µM* | 6.7µM* | 3% | ? | 13% | 0% | 2 | ?
CCCc1cc(=O)oc2cc(OCC(=O)N3C[C@H]4C[C@@H](C3)c3cccc(=O)n3C4)ccc12 | -2% | 6% | 9% | 5% | -1% | -10% | 12% | · | 0% | 5 | 23%
COc1ccc(Br)cc1CN1CCN(C(=O)Cc2ccccc2)CC1 | -11% | -3% | -6% | 0% | 3% | -1% | -4% | -4% | 5% | 14 | 5%
Cc1ccc(/C=C2\C(=O)NC(=S)N(c3ccc(F)cc3)C2=O)o1 | -9% | 1% | -17% | 0% | ? | -26% | 12% | · | 0% | -4 | ?
Cn1c(O)c(C=Nc2ccc(Cl)cc2)c(=O)n(C)c1=O | -5% | -2% | 7% | -9% | -24% | -20% | 10% | 19% | 3% | 11 | -5%
O=C(c1cc(-c2cccnc2)nc2ccccc12)N1CCC2(CC1)OCCO2 | -3% | -2% | -2% | 0% | -2% | 6% | ? | 7% | -5% | 8 | -2%
CN(C)c1ccc(/C=C2\C(=O)NC(=O)N(Cc3ccc(F)cc3)C2=O)cc1 | -1% | -20% | 1% | -1% | -17% | 2% | 16% | 2% | -8% | -4 | 0%
O=Cc1c(C(=O)O)n(Cc2ccccc2Cl)c2ccccc12 | -9% | -4% | 1% | -1% | ? | 1% | 21% | -2% | -10% | -1 | -2%
CCC/C(=N\O)c1c[nH]c2ccccc12 | 4% | 2% | 0% | 5% | -7% | 10% | 15% | 10% | -8% | -1 | 0%
Cc1sc2c(c1C)C(c1cccs1)=NCC(=O)N2CC(=O)NCc1cccs1 | 1% | 4% | -1% | -1% | 0% | 9% | -15% | -2% | -23% | 0 | 28%
O=c1[nH]c(O)c(N=Nc2ccc3c(c2)OCCO3)c(=O)[nH]1 | 25% | 16% | ? | 26% | 1.5µM* | -21% | ? | 24% | ? | 0 | ?
CCN(CC)c1ccccc1 | 0% | 5% | 2% | 10% | -1% | -5% | 18% | -2% | 8% | 0 | 15%
COC(=O)C1=C(c2ccc(OC)c(OC)c2)C[C@@H]2CC[C@H]1N2C(=O)NCc1cccc2ccccc12 | -8% | 0% | -2% | -3% | -1% | -12% | ? | -11% | · | ? | ·
Cc1ccc(NC(=O)c2cc(-c3ccccc3)n(CCCN3CCOCC3)c2C)cc1 | -1% | 1% | -6% | -2% | 2% | -25% | ? | 1% | 0% | ? | -7%
COC(=O)C(O)(c1ccc(N(C)C(=O)c2cccs2)cc1)C(F)(F)F (stereo not given) | -1% | -1% | -1% | -3% | -9% | -24% | -12% | -4% | -5% | 7 | -3%
CCOC(=O)c1ccc(N=Cc2c(O)n(-c3ccccc3F)c(=S)[nH]c2=O)cc1 | -1% | 0% | 8% | -1% | -1% | 21% | 16% | 1% | 4% | -2 | 28%
CCc1cc(=O)oc2cc(C)cc(OCC(=O)N3CCC(C(=O)O)(c4ccccc4)CC3)c12 | -7% | -3% | 5% | -3% | -1% | 21% | ? | · | -10% | 6 | -12%
O=C(c1cc(C(=O)NCc2ccc(Cl)cc2)c(=O)n(Cc2ccc(Cl)cc2)c1)c1cc(F)ccc1O | -1% | -1% | -15% | -1% | 9% | -80% | ? | 13% | -20% | 4 | ?
CCc1ccc(C2=NN(CCC(=O)N3CCC4(CC3)OCCO4)C(=O)CC2)cc1 | -1% | 2% | 2% | 0% | 2% | -13% | -7% | -1% | 12% | 3 | 33%
CN(C)/C=C1/C(=O)NC(=O)N(CCNc2ncc(C(F)(F)F)cc2Cl)C1=O | -8% | -1% | 4% | -6% | 5% | 23% | 13% | -3% | 6% | 4 | 12%

(cont.)
SMILES | Rab9 promoter act | Tb PFK block | ELG1 genotoxic | NPC1 prom act | FLuc modulator | BRCA1 expr act | ELG1 DNA repair | p53 reactivation | VP16 counter | TRPV1 ag | RORgamma inh
O=C(C[N+]12CCC(CC1)C(OC(=O)c1ccccc1)C2)c1ccc([N+](=O)[O-])cc1 (stereo not given) | 9% | -1% | -5% | -6% | 2% | -11% | ? | -6% | 0% | · | 6%
c1ccc2c(CN3CCN(C4CCCCC4)CC3)c[nH]c2c1 | 0% | -2% | -6% | 6% | 0% | -28% | ? | -21% | 4% | -3 | 9%
Cc1cccc(NC2=NCCCS2)c1C | 2% | 4% | 0% | -4% | 1% | -7% | 5% | 0% | 5% | 2 | ?
C[N+]1(C)C2CCC1CC(OC(=O)c1c[nH]c3ccccc13)C2 (stereo not given) | -11%[46.1 µM] | -7% | 3% | 3%[46.1 µM] | 1% | 4% | 18% | -3% | -5% | -1 | 4%
CCOC(=O)c1cccc([P+](=O)O)c1 | 0% | 7% | -2% | 0% | -1% | 8% | -1% | 8% | 4% | -3 | -11%
COc1ccc(-n2c(-c3ccccc3Br)nc3ccccc3c2=O)cc1 | -2% | 3% | -7% | -4% | 2% | -34% | -13% | -6% | -5% | ? | 7%
CCN(CC)C(=O)c1ccc(NC(=O)c2sccc2-c2ccccc2)cc1 | 1% | 2% | -13% | -6% | -3% | -30% | ? | -5% | 3% | 14 | -18%
CCc1ccc(/C=C(/C#N)C(N)=S)cc1 | 0% | -19% | 1% | 0% | ? | -36% | 4% | -2% | ? | -3 | ?
COc1ccc(C2NCc3ccc4c(c3-n3cccc32)OCO4)cc1OC (stereo not given) | 10% | -4% | -3% | -1% | 0% | -45% | 5% | -2% | -6% | 1 | -11%
Cc1ccc(N=Cc2c(O)n(C)c(=O)n(C)c2=O)nc1 | 14% | -26% | -2% | 1% | ? | 13% | -3% | 0% | 0% | -3 | -11%
C=CCn1c(O)c(C(C)=NCc2ccc3c(c2)OCO3)c(=O)[nH]c1=O | -7% | 0% | 10% | 0% | 0% | -22% | ? | -6% | -2% | -5 | -37%
CN1C(=O)C(=Cc2ccccc2OCc2ccccc2Cl)C(=O)N(C)C1=O | -4% | 10% | -1% | -4% | ? | -19% | 15% | 13% | -5% | -2 | -11%
CN1CCN(c2ccc([N+](=O)[O-])c(NCc3ccco3)c2)CC1 | -3% | -3% | 1% | -2% | -2% | -30% | 29% | -11% | -8% | -4 | -4%
CN(C)C1=C(C#N)C(c2ccccc2)=NP(N(C)C)(N(C)C)=N1 | -1% | 0% | -6% | -4% | -2% | -21% | 1% | -13% | -1% | ? | -29%
S=c1[nH]nc(Cn2c(-c3ccccn3)nc3ccccc32)n1-c1ccc2c(c1)OCCO2 | ? | 0% | 7% | ? | ? | 0% | ? | 13% | ? | 0 | ?

An excerpt (hit frequency here may not be typical).
